IDE inh = cellular human IDE inhibition; inhibition, % at 5.59 µM; P14735; HEK cells, FAbetaB cleavage, fluorescence polarization; 320,000 compounds, 0.41% hits;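 active = percent inhibition above the average of all tested compounds plus 3 SD, set per screening campaign, cut at about 16% in these data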;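 also: IDE supplied by intact live HEK cells; FP after avidin binding of uncleaved biotin substrate so inhibition keeps polarization high; 0% = DMSO wells and 100% = 60 µM reference IDE inhibitor Ii1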
IDE cell activ = boosts human insulin-degrading enzyme activity in HEK cells; P14735; FAbeta-B cleavage, fluorescence polarization; 0% vehicle, 100% cell-free pure enzyme wells; activation, % at 5.96 µM; 340,000 compounds, 0.073% hits; AID 493087;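 active = activation above the mean of all tested compounds plus 3 SD, set per screening campaign, cut at about 17% in these data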
SUMO HTRF inh = SUMOylation inhibition. inhibition, % at 35 µM. HTRF SUMOylation assay, SAE1/SAE2 + UBC9, in vitro. 290,000 compounds, 0.36% hits. AID 2006; in the data active = inhibition above about 50%, passing the limit was not always enough; also: strong numbers were not always called active
Target sequence (P63279 whole entry, looked up): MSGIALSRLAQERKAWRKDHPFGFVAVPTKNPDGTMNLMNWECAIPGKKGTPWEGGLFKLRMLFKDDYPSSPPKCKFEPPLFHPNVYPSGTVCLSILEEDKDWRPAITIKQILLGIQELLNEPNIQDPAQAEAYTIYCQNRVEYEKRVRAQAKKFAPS
M18AAP inhibitor = blocks P. falciparum M18 aspartyl aminopeptidase; recombinant PfM18AAP, H-Glu-NHMec fluorogenic cleavage; inhibition, % at 7.35 µM; 290,000 compounds, 1.2% hits; AID 1822;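 active = inhibition above the campaign mean inhibition over all tested compounds plus 3 SD, cut at about 28% in these data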;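 also: 0% = plate median of test compound wells and 100% = 2 mM ZnCl2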
NS3 helicase inh = blocks Hepatitis C virus NS3 helicase unwinding | inhibition, % at 10.9 µM | 290,000 compounds, 0.56% hits | NS3 helicase DNA unwinding, Cy5 molecular beacon fluorescence;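 active = inhibition above the mean of all tested compounds plus 3 SD, set per campaign, cut at about 35% in these data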;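 also: 0% = DMSO wells and 100% = thioflavine S control wells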
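Measured by: Cy5 fluorescence, 0 and 60 min reads / Assay system: NS3 helicase fragment of HCV / Control set: low DMSO, high thioflavine S at 110 µM / Times: 1 h reaction at 25 °C, ATP-initiated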
pCIP destab = lowers stability of the mouse p/CIP coactivator protein | Q05BA5 | F442A p/CIP-EGFP cells, EGFP fluorescence, 16 h | decrease of EGFP signal, % at 10 µM | 290,000 compounds, 0.01% hits | AID 1984;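 active = EGFP signal decrease of at least 30% at 10 µM or well 3 SD below plate mean, unless failing retest; inactive = the rest, including hits failing retest or dose response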; also: some compounds called inactive have numbers as strong as hits; many of its hits are not listed in these tables
IMP-1 inh = inhibitors of Pseudomonas aeruginosa IMP-1 metallo-beta-lactamase. purified IMP-1, nitrocefin hydrolysis, epi-absorbance fluorescence. inhibition, % at 5.6 µM. 290,000 compounds, 0.45% hits. AID 1556;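 active = inhibition above the mean plus 3 SD of all compounds in the same screening run, cut at about 4.5% in these data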;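 also: 0% = IMP-1 with DMSO and 100% = DMSO wells lacking enzyme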
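System: purified IMP-1; amount: IMP-1 0.2 nM before substrate addition; compound: single dose, 5.6 µM; times: 25 °C, 15 min preincubation, 25 min reaction; signal: Epi-absorbance via hydrolysed-nitrocefin quenching of white-plate fluorescence, 480/530 nm, EDTA stop; benchmarks: DMSO with and without IMP-1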
DNA FID counter = fluorescent intercalator displacement, NS3 helicase counter-screen; DNA fluorescent intercalator displacement, fluorescence; inhibition, % at 7.9 µM; 290,000 compounds, 0.17% hits; in the data active = inhibition above about 37%;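 also: 0% = vehicle and 100% = reference compound; higher means more ethidium bromide displaced from hairpin DNA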
VIM-2 inh = blocks Pseudomonas aeruginosa VIM-2 metallo-beta-lactamase. purified VIM-2, nitrocefin hydrolysis, epi-absorbance fluorescence. inhibition, % at 5.6 µM. 290,000 compounds, 0.89% hits. AID 1527;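 active = inhibition above the mean of all tested compounds plus 3 SD, cutoff set per screening run, cut at about 7.5% in these data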;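 also: red hydrolysis product quenches plate fluorescence so inhibitors raise well fluorescence; 0% = enzyme with DMSO and 100% = DMSO without enzyme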
Active calls of the source: *; x = no result given. The order is random; about 3.6% have a hit in one of these screens.

SMILES	IDE inh	IDE cell activ	SUMO HTRF inh	M18AAP inhibitor	NS3 helicase inh	pCIP destab	IMP-1 inh	DNA FID counter	VIM-2 inh
O=C(NNC(=O)C1CC=CCC1)c1ccccc1O (stereo unspecified)	0	-2	30	10	8	-10	-3.3	1	-1.5
Oc1c(Br)cc(Br)cc1CNc1nccs1	x	-1	-20	-2	-3	12	0.3	-2	2.5
CCSC(=Nc1ccccc1)Nc1ccccc1	2	3	26	4	13	-21	-2.8	0	-2.5
O=C(COC(=O)c1ccc(Br)o1)NC1CCCCC1	-2	0	-2	0	0	-4	-0.7	-6	-0.2
CCOC(=O)N1CCC(NC(=O)c2ccc(CO)c(C(=O)NC3CCN(C(=O)OCC)CC3)c2)CC1	1	1	11	-5	8	0	-0.1	-44	-5.3
COc1cccc(OCc2nc3ccccc3c(=O)n2N)c1	-3	8	0	4	1	4	-2.8	-6	-0.9
CCn1ncc(/C=N/NS(=O)(=O)c2ccc(Cl)cc2)c1C	1	3	7	-15	9	5	-4.2	2	-0.7
CCCCn1nnnc1NCc1cc(OC)c(OC)cc1OC	-2	5	-28	1	3	1	-1.7	-3	-2.5
NC(=O)CC(NC(=O)Cc1ccc(Cl)cc1)c1ccc(NCCCN2CCCC2=O)c([N+](=O)[O-])c1 (stereo unspecified)	0	-4	-4	-2	5	4	-1.5	-13	0.8
Cc1nn(-c2ccccc2)c2nc(-c3cccs3)cc(C(=O)NN)c12	5	2	-18	4	-6	-14	-3.9	-9	-4.8
O=S(=O)(NCCc1ccccc1)c1ccc(-n2cnnn2)cc1	-7	4	8	4	-1	1	-2.8	-5	-1.5
Cn1c(=O)c2c([nH]c(=S)n2CCCc2ccccc2)n(C)c1=O	7	-16	-15	44*	17	4	-1.4	-19	-2.6
O=C(NCCC(=O)N1CCNC1=O)OCc1ccccc1	-1	6	10	-5	-8	-48	-4.3	0	-2.7
CCc1cc(C(=O)N2CCCC(C(=O)c3ccc(Oc4ccccc4)cc3)C2)n(C)n1 (stereo unspecified)	2	3	-14	5	-16	5	-2.8	-46	-0.8
O=C(NCCC1=CCCCC1)C1CCC(CNc2nc(=S)[nH]c3ccccc23)CC1 (stereo unspecified)	-9	0	47	1	9	0	-2.9	8	-7.7
Cc1cc(NC(=O)CSc2ncnc3sc(C)c(C)c23)no1	0	-4	-6	-2	-11	4	-0.9	-2	-1.7
CCCCCn1c(=S)[nH]c2cc(C(=O)N3CCN(C(=O)OCC)CC3)ccc2c1=O	5	0	-5	6	-8	-7	-4.3	-48	-5.0
CCOC(=O)C1=C(C)NC(=O)NC1c1ccc(Br)o1 (stereo unspecified)	3	-5	-2	-8	5	1	2.2	-3	0.4
COc1ccc(-c2cnn(-c3ccccc3)c2N)cc1OC	-2	6	3	-7	5	-6	0.0	-12	0.4
Cc1ccnc(NC(=O)CN(C)S(=O)(=O)c2cccc3nsnc23)c1	-5	3	27	0	3	-13	-2.4	1	-3.7
O=C(NCC(c1cccs1)N1CCOCC1)c1cc(-c2ccccn2)nc2ccccc12 (stereo unspecified)	-5	5	27	4	-16	-7	-4.8	-32	-3.3
C=CCn1c2ccccc2c2nnc(SCCN3CCCCC3)nc21	4	0	12	3	-8	3	-1.7	0	19*
Cc1nc(CCN2C(=O)c3ccccc3C2=O)n[nH]1	8	0	1	11	4	4	-3.7	0	-3.6
COc1cc(/C=N/NC(=O)c2cc3c(ccc4ccccc43)o2)cc(OC)c1O	5	-7	15	32*	20	7	-2.6	-37	-1.6
COc1ccc(NC(=O)C2C(c3ccccc3)C2(Cl)Cl)cc1 (stereo unspecified)	3	3	-11	3	-3	-4	-3.3	-11	-2.9
SMILES	IDE inh	IDE cell activ	SUMO HTRF inh	M18AAP inhibitor	NS3 helicase inh	pCIP destab	IMP-1 inh	DNA FID counter	VIM-2 inh
Cc1ccc(/C=N/n2c(-c3cccnc3)n[nH]c2=S)o1	2	x	19	20	6	-4	-3.2	-5	-1.3
COc1ccc([N+](=O)[O-])cc1NC(=S)NC(C)=O	4	-1	8	-5	0	-8	-1.8	-3	-1.8
COc1cccc(C(c2nnnn2Cc2ccccc2)N2CCN(C(=O)c3ccco3)CC2)c1OC (stereo unspecified)	-6	-2	0	1	-7	7	-1.6	-26	-3.6
COc1ccc(CCNC(=O)COc2ccc3c(C)cc(=O)oc3c2)cc1OC	-2	1	20	1	-5	4	-1.3	-29	-2.6
Cc1c(Cl)cccc1NS(=O)(=O)c1cn(C)c(=O)n(C)c1=O	1	1	8	2	-2	-9	-3.2	-5	-0.2
CN1CCN(c2ccc(CNS(=O)(=O)Cc3cccc(C(F)(F)F)c3)cc2)CC1	-5	x	2	0	-14	-22	-4.9	14	-1.8
COc1ccc(C(C)=O)c(OC(=O)c2ccco2)c1	3	0	17	6	7	-14	-2.4	-4	-3.2
CN1C(CC(=O)c2ccccc2)CCCC1CC(O)c1ccccc1 (stereo unspecified)	2	7	6	4	-12	-1	-0.7	3	-1.7
CC1CCCCN1C(=S)Nc1ccc2nc3n(c(=O)c2c1)CCCCC3 (stereo unspecified)	5	-1	4	3	0	-7	0.3	-3	-2.8
CNC(=O)CN1C(=O)COc2ccc(S(=O)(=O)N3CCCCCC3)cc21	0	-2	-1	-1	-2	8	-4.3	-7	-2.2
C/C(=N\NC(=O)CNc1cccc(Cl)c1C)c1cccs1	9	12	14	1	-2	16	-2.3	-7	-1.8
COc1ccc(/C=C/C(=O)NCCCc2ccccc2)cc1OC	6	3	0	-7	-5	7	-1.2	-21	-0.4
CCc1[nH]nc(C(=O)N2CCCC(CO)(Cc3ccc(F)cc3F)C2)c1C (stereo unspecified)	1	2	x	-14	2	-2	-0.2	-33	0.2
O=C(O)c1cc(N=Cc2c(O)c3ccccc3oc2=O)ccc1O	x	4	32	12	17	-12	-5.3	-25	-0.5
Cc1ccccc1-c1ccc(C(=O)NCc2ccccc2)o1	0	4	-6	-2	-7	-2	-4.8	-19	-2.3
Cc1cccc(NS(=O)(=O)c2ccc3c(c2)OCCO3)c1	0	5	-3	7	-1	-12	-0.1	-4	-2.2
Cc1cccc(-c2nc(CS(=O)CC(=O)NCC3CCCO3)c(C)o2)c1 (stereo unspecified)	2	1	0	-3	9	-13	-2.9	-1	-0.4
C=CCn1c2ccccc2c2nnc(SCC(N)=O)nc21	2	0	2	2	-9	11	-1.9	-8	8.9*
C(=N\n1cnnc1)/c1ccc2c(c1)OCCO2	0	10	22	-6	4	5	-0.4	-1	-3.2
Cc1ccc(-c2nc3ccc(Cl)cc3c(=O)n2O)cc1	2	5	12	1	11	-5	-2.6	-21	-3.4
COC(=O)c1cc(S(=O)(=O)NC2CCCCC2)cn1C	-5	-2	x	-4	4	0	-1.3	-12	-0.1
O=C(O)c1cc(Sc2ccc(Br)cc2)nc2ccccc12	x	1	12	1	28	-8	-1.9	-19	-2.7
OCCOCCNc1ncnc2nc[nH]c12	-2	4	12	-6	0	-2	-1.4	4	-0.3
CC(=O)c1cccc(NC(=O)CCS(=O)(=O)c2cccc3nonc23)c1	1	0	10	12	4	4	-0.4	-2	-1.4
CN(Cc1ccncc1)C1CC(=O)N(c2ccc(Cl)cc2)C1=O (stereo unspecified)	2	0	12	10	9	-1	0.0	2	-1.4

Reprinted from the entries so far for reference:
SMILES	IDE inh	IDE cell activ	SUMO HTRF inh	M18AAP inhibitor	NS3 helicase inh	pCIP destab	IMP-1 inh	DNA FID counter	VIM-2 inh
O=C(O)c1cc(Sc2ccc(Br)cc2)nc2ccccc12	x	1	12	1	28	-8	-1.9	-19	-2.7
OCCOCCNc1ncnc2nc[nH]c12	-2	4	12	-6	0	-2	-1.4	4	-0.3
CC(=O)c1cccc(NC(=O)CCS(=O)(=O)c2cccc3nonc23)c1	1	0	10	12	4	4	-0.4	-2	-1.4
CN(Cc1ccncc1)C1CC(=O)N(c2ccc(Cl)cc2)C1=O (stereo unspecified)	2	0	12	10	9	-1	0.0	2	-1.4

Continued:
SMILES	IDE inh	IDE cell activ	SUMO HTRF inh	M18AAP inhibitor	NS3 helicase inh	pCIP destab	IMP-1 inh	DNA FID counter	VIM-2 inh
COc1ccccc1-c1csc(Cc2nnc3n2CCCCC3)n1	1	-13	-13	2	-6	-2	-3.0	-22	-0.9
O=C(Cc1ccc(S(=O)(=O)N2CCCCC2)s1)Nc1cccc2ccccc12	-2	-3	10	1	-7	0	-2.5	-4	0.6
C/C(=N\NC(=O)Cc1ccccc1)c1cccnc1	-6	4	1	-11	0	-11	-0.1	-10	0.3
O=C1c2[nH]nc(-c3ccccc3O)c2C(c2ccc(F)cc2)N1CC1CCCO1 (stereo unspecified)	-3	-1	14	-3	4	-14	-1.6	-28	-6.1
NC(=O)c1ccccc1NC(=O)/C=C/C(=O)O	-12	3	21	4	-2	-16	-3.2	2	-2.4
C=CCNC(=S)N1CCN(c2cccc(C(F)(F)F)c2)CC1	5	-6	-6	2	13	-3	-4.0	4	-4.4
OCCCNCc1cccc2ccccc12	-3	2	22	8	-4	-48	-2.1	0	0.1
O=C(Nc1c(Cl)cccc1Cl)c1cc(=O)n(Cc2ccccc2)c(=O)[nH]1	-1	-2	-17	-2	0	0	-2.3	-3	-3.2
COCCNC(=O)C(c1ccc(F)cc1)N(Cc1ccccc1)C(=O)CCC(=O)Nc1ccccn1 (stereo unspecified)	-5	1	1	-3	-16	3	-1.4	-35	-1.0
Cc1cccc2c(=O)c(C(=O)NCc3cccs3)c[nH]c12	2	-1	x	-10	3	x	-3.9	1	1.3
O=C(c1ccc(C(=O)N2CCCc3ccccc32)s1)N1CCCc2ccccc21	2	-3	12	0	-2	-18	-2.5	-2	-3.4
O=C(CCn1c(=O)c2ccccc2n(CC(=O)NC2CCCC2)c1=O)NCCc1ccc(Cl)cc1	8	3	14	1	-4	11	-3.7	-3	-2.7
COc1ccc(CN(C(=O)c2cc(=O)c3cc(C)cc(C)c3o2)C2CCS(=O)(=O)C2)cc1 (stereo unspecified)	-3	2	0	-6	18	-2	-2.1	-42	4.2
O=C(c1ccc2c(c1)OCCCO2)N1CCCCC1	0	4	-3	2	-5	-3	-3.5	-4	-3.0
CCCCc1ccc(S(=O)(=O)Nc2cc(C)on2)cc1	3	0	3	0	12	-5	-0.8	-20	-2.4
CC(C)Cc1nc2sc3c(SCC(N)=O)ncnc3c2c2c1CCC2	-1	-1	3	-8	-2	-1	1.7	-1	-1.9
CNC(=O)c1sc(-c2ccc(Cl)cc2)nc1C	-4	5	17	14	-4	-5	-0.3	-3	0.4
CC(=O)N1C=Cc2c(c(C)c3c([nH]c4ccccc43)c2C)C1	x	x	20	13	39*	-26	-1.6	32	1.5
NNC(=O)c1[nH]c2ccc(Cl)cc2c1-c1ccccc1	3	-3	1	5	2	-17	-3.6	-1	-3.1
CC(=O)N1CCOc2ccc(S(=O)(=O)N3CCC(C(=O)NCc4ccc(C)cc4)CC3)cc21	-14	6	4	-7	-10	2	-1.8	-47	-1.1
O=C(O)CCC(=O)Nc1ccc(SSc2ccc(NC(=O)CCC(=O)O)cc2)cc1	2	-3	-1	-9	15	-4	-4.0	-28	-2.5

Compound activity (PubChem BioAssay)
